High-throughput results: PubChem BioAssay, National Center for Advancing Translational Sciences (NCATS)
MmCpn inh: inhibitors of Methanococcus maripaludis chaperonin (MmCpn) | purified Mm-Cpn ATPase, ADP Transcreener TR-FRET | 0.031% of 330,000 active | AID 504842 | Potency, µM (highest dose often 76.9 µM), for the others: top-dose activity, negative = inhibition, actives largely listed as inhibitors; note: potency is the fitted concentration of half-maximal effect; % is set by controls: 0 for no effect and ±100 for the full control effect; nearly all actives have a fitted effect of over 80% in size
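ATP (10 uM final) was added to archaeal chaperonin (25 nM final) after 10 min exposure to test compound at 37°C; after 30 min further incubation, ADP was detected by competitive TR-FRET.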
D3 antag: blocks the human D3 dopamine receptor; 2.5% of 360,000 active; max response, negative = inhibition, %; D3R cells, DiscoveRx beta-arrestin luminescence, antagonist mode; stronger effect = lower value; AID 652054; in the data active = max response below about -50%; inconclusive = no clear call, values can overlap the other calls; note: % is set by controls: 0 for no effect and ±100 for the full control effect; mostly tested at two doses, the higher about 12 µM
Target sequence (P35462 whole entry, looked up): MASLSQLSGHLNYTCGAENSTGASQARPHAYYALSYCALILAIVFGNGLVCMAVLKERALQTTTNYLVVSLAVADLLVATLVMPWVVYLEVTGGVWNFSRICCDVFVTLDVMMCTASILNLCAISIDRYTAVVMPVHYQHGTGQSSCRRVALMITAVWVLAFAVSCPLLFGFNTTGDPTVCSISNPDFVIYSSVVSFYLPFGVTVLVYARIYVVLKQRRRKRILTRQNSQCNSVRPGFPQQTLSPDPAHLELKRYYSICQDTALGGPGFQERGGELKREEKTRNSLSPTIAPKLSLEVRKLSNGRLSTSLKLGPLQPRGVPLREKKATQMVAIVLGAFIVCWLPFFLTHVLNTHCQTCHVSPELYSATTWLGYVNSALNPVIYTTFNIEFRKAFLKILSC
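Cells expressing the human receptor were seeded at 1500 cells/well, incubated overnight at 37 degrees C in 5% CO2, then exposed to library compounds with dopamine controls for 90 minutes at 37 degrees C before luminescent detection.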
CCT modulator: modulators of cytosolic chaperonin (CCT/TRiC) activity. activity change, % (test concentration not listed), hits read low. purified chaperonin ATPase assay, HTRF ADP detection, 30 min. 0.3% of 360,000 active; in the data active = activity change below about -30%; note: % is set by controls: 0 for no effect and ±100 for the full control effect
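First, chaperonin was dispensed at 40 nM or 20 nM final depending on batch activity. Next, compounds were pinned at 76 uM and ATP added at 10 uM. After 30 min at 37 °C, ADP detection reagents ran 30 min at ambient temperature.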
DRD3 agonist: agonists of human D3 dopamine receptor. D3R DiscoveRx beta-arrestin cells, luminescence, 90 min. max activation, %. 0.58% of 410,000 active. AID 652048; in the data active = max activation above about 30%; note: 0% is about no effect; mostly tested at two doses, the higher about 12 µM
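Agonist mode: compounds and dopamine controls were applied to plated cells for 90 min at 37 degrees C after an overnight attachment at 1500 cells/well. Luminescent read-out followed 30 - 60 minutes at room temperature with DiscoveRx detection reagent.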
PTHR1 agonist: PTHR1 (human) receptor agonism; AID 743266; Potency, µM (highest dose often 115 µM), without a hit: at the top dose activation, hits mostly activators; HEK293 GP2 PTHR1 cells, GloSensor cAMP luminescence, 1 h; 0.075% of 410,000 active; note: potency is the fitted concentration of half-maximal effect; nearly all actives have a fitted effect of over 55% in size; some results filed as inactive show a strong effect at the top dose; inactives centre near -15; many of its hits are not listed in these tables
Target sequence (Q03431 whole entry, looked up): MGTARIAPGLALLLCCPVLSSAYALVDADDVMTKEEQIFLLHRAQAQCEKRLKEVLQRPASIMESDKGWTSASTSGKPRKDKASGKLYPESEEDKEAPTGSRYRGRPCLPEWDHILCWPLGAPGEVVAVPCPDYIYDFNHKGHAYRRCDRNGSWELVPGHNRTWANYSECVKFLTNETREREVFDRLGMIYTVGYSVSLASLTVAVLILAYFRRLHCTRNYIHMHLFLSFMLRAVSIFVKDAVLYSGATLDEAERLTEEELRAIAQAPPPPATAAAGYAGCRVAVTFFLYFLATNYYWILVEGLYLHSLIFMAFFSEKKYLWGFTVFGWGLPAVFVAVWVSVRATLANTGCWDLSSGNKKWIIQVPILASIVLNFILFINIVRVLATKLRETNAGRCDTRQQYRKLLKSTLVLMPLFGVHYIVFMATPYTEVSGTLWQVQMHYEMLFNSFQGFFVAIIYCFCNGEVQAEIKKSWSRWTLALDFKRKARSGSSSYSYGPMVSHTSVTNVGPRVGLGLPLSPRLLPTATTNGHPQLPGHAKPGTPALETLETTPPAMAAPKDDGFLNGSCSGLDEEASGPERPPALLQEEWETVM
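HEK-293-derived GP2 cells expressing PTHR1 and a GloSensor cAMP reporter, 3,000/well, plated overnight, given luciferin plus IBMX (each 0.5 mM as added) for 1 h at 37 °C, then compound for 1 h at 37 °C. Luminescence was read after 15 min at room temperature.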
EPAC2 antagonist: EPAC2 (human) antagonism; EPAC2 GEF exchange of Rap1B-BODIPY-GDP, fluorescence; 0.18% of 360,000 active; AID 720708; Potency, µM (titrated, usually from 114 µM), without a hit: at the top dose activity, negative = inhibition, most hits filed as inhibitors; note: potency is the fitted concentration of half-maximal effect; % is set by controls: 0 for no effect and ±100 for the full control effect; nearly all actives have a fitted effect of over 45% in size; many of its hits are not listed in these tables
EPAC2 ag: activates human EPAC2 exchange factor; Potency, µM (series often up to 154 µM), without a hit: at the top dose activation, usual class: activators; 0.079% of 360,000 active; AID 720711; EPAC2 activation, biochemical qHTS; response scale: 100% = 6.5 mM cAMP response; Q8WZA2; note: potency is the fitted concentration of half-maximal effect; nearly all actives have a fitted effect of over 50% in size
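Compounds were added across a concentration range to EPAC2 (100 nM), RAP1B-BODIPY-GDP (250 nM) and GDP (50 uM). After 5 min at room temperature, fluorescence was recorded at 5-min intervals for 30 min.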
pAkt inh: blocks phosphorylation of Akt; activity change, % for hits at 50 µM; 0.32% of 360,000 active; Neuro2A IGF-stimulated pAkt S473 HTRF, 20 min; stronger effect = lower value; in the data active = activity change below about -80%; inconclusive = mostly about -51% to -80%; note: % is set by controls: 0 for no effect and ±100 for the full control effect
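Single-point screen (50 µM final compound) in Neuro2A cells stimulated 20 min with 6 nM IGF at 37 deg C. After lysis, Ser473-phosphorylated Akt read by HTRF (ex 330 nm, em 615/665 nm) as the 665/615 ratio.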
Starred values were filed as active, the others as inactive; i = inactive; ? = inconclusive; . = no result given; [ ] = another dose, or the depositor's remark. Unless noted, calls come from the whole dose curve; as a rule, active = well fitted curve in the direction sought with a large enough effect; inconclusive = small, poorly fitted or top-dose-only effect, or another doubt; inactive = no such curve, though single readings can be large; an effect the other way counts as inactive or inconclusive. A portion of the library; the hit share may differ from the screen's.

Start of the data: the first 3 records, to show the layout:
Sequence of screens – CCT modulator | D3 antag | EPAC2 antagonist | MmCpn inh | pAkt inh | PTHR1 agonist | EPAC2 ag | DRD3 agonist
Cc1cc(Cl)ccc1Oc1ncc(CN2CCN(c3ccccc3)CC2)s1
 : -1.6 | 27 | -4% | 4% | i | -24%[57.5 µM] | 8% | 25
COC(=O)/C=C/c1cnc[nH]1
 : -3.8 | ? | -3% | -1% | i | i | 11% | -10
CCCCN(CC)Cc1c(O)ccc2c(-c3ccccc3)cc(=O)oc12
 : -0.6 | 1 | -4% | -2% | i | -14% | 1% | -2

The list itself, repeating the preview:
Sequence of screens – CCT modulator | D3 antag | EPAC2 antagonist | MmCpn inh | pAkt inh | PTHR1 agonist | EPAC2 ag | DRD3 agonist
Cc1cc(Cl)ccc1Oc1ncc(CN2CCN(c3ccccc3)CC2)s1
 : -1.6 | 27 | -4% | 4% | i | -24%[57.5 µM] | 8% | 25
COC(=O)/C=C/c1cnc[nH]1
 : -3.8 | ? | -3% | -1% | i | i | 11% | -10
CCCCN(CC)Cc1c(O)ccc2c(-c3ccccc3)cc(=O)oc12
 : -0.6 | 1 | -4% | -2% | i | -14% | 1% | -2
CCn1c(=O)c(CCC(=O)NCCN2CCOCC2)c(C)c2c(C)nn(-c3cccc(C)c3)c21
 : -3.4 | -2 | -7% | -5% | i | 4% | -14% | 2
CC(=O)Nc1c2c(nn1-c1ccccc1)CS(=O)C2 (configuration not stated)
 : 1.9 | -8 | 3% | -1% | . | -13% | 2% | -7
CN1CCN(Cc2c(C#N)c3ccccc3n2C)CC1
 : -1.5 | -6 | 6% | -1% | i | -1%[57.5 µM] | 0% | -5
CC(NC(=O)COC(=O)C12CC3CC(CC(O)(C3)C1)C2)c1ccccc1 (configuration not stated)
 : 0.7 | -9 | 2% | -6% | i | i | 1% | 1
COc1ccc(-c2c(-c3ccccc3)c(C(=O)C(=O)NCCCN(C)C)n3ccc4cc(OC)c(OC)cc4c23)cc1OC
 : -0.3 | ? | -12% | -9% | i | i | 7% | -11
NC(=O)C1(N2CCCCC2)CCN(C(=S)Nc2ccc(F)cc2)CC1
 : -2.6 | 6 | -8% | 1% | i | i | -2% | 3
CC(=O)c1sc2nsc(SCCN3CCOCC3)c2c1N
 : 0.7 | -13 | 3% | -1% | i | i | 9% | 13
O=C(N/N=C/c1c(Cl)[nH]c2ccccc12)c1ccc2c(c1)OCCO2
 : -3.6 | -5 | -6% | -1% | i | -13% | 16% | -5
C[C@]12CCC(=O)C=C1C=CC1C2CC[C@@]2(C)C1CC[C@@]21CCC(=O)O1 (some centres not stated)
 : 0.0 | 4 | 2% | . | i | -18% | 1% | -4
Oc1ccc(/C=N/NC(=S)Nc2cccnc2)c(O)c1
 : 1.0 | -10 | -3% | -4% | i | i | 0% | 17
CCN(CC(=O)Nc1ccccc1OC)CC(=O)Nc1ccccc1-c1ccccc1
 : 0.7 | -15 | -3% | -2% | i | -7% | 8% | -4
COc1ccc(S(=O)(=O)N(C)CC(=O)N2CCCCCC2)cc1OC
 : 0.1 | 0 | -7% | -1% | . | i | -85%[15.6 µM] | -5
O=C(/C=C/c1cccc(Cl)c1)NCc1ccccc1
 : -0.1 | ? | 1% | 2% | i | -7% | 15% | -9
Cc1cc(C)cc(NC(=O)CN2C(=O)NC(Cc3c[nH]c4ccccc34)C2=O)c1 (configuration not stated)
 : -1.4 | 7 | -6% | 0% | i | -36%[inhibitor] | -5% | -10
N#CCCN(C(=O)CSc1ccc2c(c1)OCCO2)c1ccccc1
 : -1.2 | 24 | -3% | -1% | i | -25% | -4% | 1
CCOC(=O)[C@]12CCC=C1N(Cc1ccc3c(c1)OCO3)C(=O)[C@H](CC(=O)NCc1ccccc1)C2
 : -0.3 | -17 | 4% | . | i | 14% | -3% | -13
COc1ccc(N2CCN(C(=O)NC(=O)c3ccccc3)CC2)cc1
 : -1.3 | 2 | 1% | 0% | i | ? | 1% | 2

Entries listed so far that contain an aryl thioether with sulfur outside any ring (2):
Sequence of screens – CCT modulator | D3 antag | EPAC2 antagonist | MmCpn inh | pAkt inh | PTHR1 agonist | EPAC2 ag | DRD3 agonist
CC(=O)c1sc2nsc(SCCN3CCOCC3)c2c1N
 : 0.7 | -13 | 3% | -1% | i | i | 9% | 13
N#CCCN(C(=O)CSc1ccc2c(c1)OCCO2)c1ccccc1
 : -1.2 | 24 | -3% | -1% | i | -25% | -4% | 1

Some of the entries above, reformatted:
SMILES	CCT modulator	D3 antag	EPAC2 antagonist	MmCpn inh	pAkt inh	PTHR1 agonist	EPAC2 ag	DRD3 agonist
COc1ccc(S(=O)(=O)N(C)CC(=O)N2CCCCCC2)cc1OC	0.1	0	-7%	-1%	.	i	-85%[15.6 µM]	-5
NC(=O)C1(N2CCCCC2)CCN(C(=S)Nc2ccc(F)cc2)CC1	-2.6	6	-8%	1%	i	i	-2%	3

Returning to the listing; the two compounds before the break are reprinted first.
Sequence of screens – CCT modulator | D3 antag | EPAC2 antagonist | MmCpn inh | pAkt inh | PTHR1 agonist | EPAC2 ag | DRD3 agonist
CCOC(=O)[C@]12CCC=C1N(Cc1ccc3c(c1)OCO3)C(=O)[C@H](CC(=O)NCc1ccccc1)C2
 : -0.3 | -17 | 4% | . | i | 14% | -3% | -13
COc1ccc(N2CCN(C(=O)NC(=O)c3ccccc3)CC2)cc1
 : -1.3 | 2 | 1% | 0% | i | ? | 1% | 2
Cc1nc2ccc(NC(=O)c3ccc([N+](=O)[O-])cc3)cc2[nH]1
 : -1.3 | -18 | -2% | -5% | i | i | -2% | -3
Cc1ccc(/C=N\NC(=O)c2csnn2)cc1
 : 1.3 | -53* | 18% | 0% | i | -15% | -3% | -10
Cc1[nH]c(=S)[nH]c(=O)c1CCC1OCCO1
 : -0.7 | -7 | -18% | 1% | i | 25% | 4% | 1
CCSc1nc(C)cc(C)c1S(=O)(=O)c1ccccc1C
 : -3.1 | 31 | ? | -3% | i | -30%[inhibitor][57.5 µM] | 15% | -6
Cc1cccc(C(O)c2cnc(C)n2Cc2ccccc2)c1 (configuration not stated)
 : -0.3 | -12 | 0% | . | i | i | 1% | -10
O=C(CCS(=O)(=O)c1ccccc1)Nc1nnc(C(F)(F)F)s1
 : -3.9 | -9 | 3% | 0% | i | i | 1% | 1
O=C(COC(=O)c1ccc2c(c1)OCO2)Nc1ncc(Cl)cc1Cl
 : 3.0 | 10 | 2% | -1% | i | i | 0% | -8
COc1ccc(/C=C/C(=O)Nc2sc(Cc3ccccc3)c(C)c2C(N)=O)cc1
 : 1.7 | 7 | -14% | 1% | i | i | -5% | 1
COc1cc(NC(=O)c2ccccc2)c(OC)cc1NC(=O)CSc1[nH]c(=O)cc(C)c1C#N
 : 0.3 | 24 | -10% | -1% | i | i | -4% | 9
O=C(c1ccc(OC2CCN(Cc3ccccn3)CC2)cc1)N1CCCC(O)C1 (configuration not stated)
 : 2.1 | -15 | 16% | -2% | i | -4% | 9% | -4
O=C(O)CCC(=O)N1CCc2cc(S(=O)(=O)NCc3ccc(Cl)cc3)ccc21
 : -4.3 | 0 | -2% | 3% | i | i | 0% | 3
O=C(CC1Nc2ccccc2NC1=O)NC1CCCCC1 (configuration not stated)
 : 0.9 | -10 | 10%[57.1 µM] | 1% | i | ? | 9% | -3
CC(C)S(=O)(=O)c1csc(NC(=O)Nc2ccc(Cl)cc2)c1Cl
 : -2.1 | -6 | -9% | 1% | i | -49%[inhibitor] | 12% | 2
O=c1c2ccccc2ncn1-c1ccccc1[N+](=O)[O-]
 : 2.4 | 2 | -11% | -4% | i | -20% | 7% | 5
COc1ccc(-c2nnc(-c3ccc(N)cc3)o2)cc1
 : -1.7 | 12 | 8% | -3% | i | -9% | 5% | -1
Cc1ccc(NC(=S)N2CCN(S(C)(=O)=O)CC2)cc1
 : -3.3 | 9 | 13% | 1% | i | i | 6% | 5
O=S(=O)(NCCC1=CCCCC1)c1ccc(F)cc1
 : -0.4 | -6 | -18% | 1% | i | -7% | 2% | 4
COc1ccc(-c2nc3n(c(=O)c2C#N)CCS3)cc1OC
 : 1.8 | -11 | -3% | 1% | i | -4% | 6% | 0
Cc1oc(-c2ccccc2Cl)[n+]([O-])c1C
 : 0.4 | 8 | 1% | 0% | i | i | -7% | 6
COC(=O)c1ccc(Cn2cc(C(F)(F)F)cc([N+](=O)[O-])c2=O)cc1
 : -0.6 | -17 | 10% | -1% | i | 14% | 10% | -9
CCCCN1C(=O)C(CC(=O)NCc2ccco2)CC(C(=O)N(CC)CC)=C1C (configuration not stated)
 : -1.1 | -13 | 7% | . | i | -7% | 8% | -9
O=C1NCCN(Cc2cccc(Oc3ccccc3)c2)C1CC(=O)N1CCCCO1 (configuration not stated)
 : -2.9 | -8 | 5% | -2% | i | -21% | 9% | -9
COc1cc(OC)cc(C(=O)Nc2cccc(NC(=O)c3cccs3)c2)c1
 : 2.0 | -12 | -2% | . | i | i | 6% | 1
CCOC(=O)c1ccccc1NC(=O)c1cc(S(=O)(=O)N2CCOCC2)ccc1F
 : -2.9 | 4 | -3% | -1% | i | -13% | 15% | 1
CCN(CC)C(=O)CSc1ncnc2sc(-c3ccccc3)cc12
 : 1.1 | -1 | -6% | -6% | . | -13% | 14% | 2
CCCCCc1c(C)nc(NCc2ccccc2)[nH]c1=O
 : -2.9 | 2 | 2% | 0% | i | -12% | -11% | 2
O=C(CC(=O)Nc1ccc(Cl)cc1)N/N=C\c1cccc(F)c1
 : -3.5 | -8 | 1% | -1% | i | i | 7% | -5
CN(c1ccccc1)S(=O)(=O)c1cccc(NC(=O)CSc2nnc(C3CC3)n2C)c1
 : 2.5 | 3 | 12% | -16% | i | -6% | 6% | 29
CCOc1ccc(C(=O)OCC(=O)Nc2cccnc2Cl)cc1OCC
 : -0.9 | 4 | 0% | 0% | i | -9% | -8% | 13
COc1ccc(C(=O)NCCNc2ncc(C(F)(F)F)cc2Cl)cc1[N+](=O)[O-]
 : -0.6 | 3 | -3% | 1% | i | -34%[inhibitor] | -1% | 4
CCOC(=O)c1cnc2ccc(C(=O)OC)cc2c1NCCc1ccc(OC)c(OC)c1
 : -2.8 | 9 | 2% | -6% | i | i | -5% | 22
Cc1ccc(S(=O)(=O)Nc2ccccc2CNc2ccccn2)cc1
 : 0.5 | 2 | -11% | 1% | i | -63%[inhibitor] | 11% | 3
